Compound activity (PubChem)
MEKK3 PB1 HTS = modulators (inhibitors or enhancers) of MEK5 binding to human MEKK3 PB1 domain | binding response (% of control), % at 10 µM | bead-based flow cytometry, Alexa488-MEK5 binding to MEKK3; actives lie on both sides; 0 = blocked by unlabeled MEK5, 100 = vehicle | 290,000 tested, 1.4% active | Q99759;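 active = binding response more than 3 SD above or below the average of its plate-row segment, actives on both sides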;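 also: Alexa488 bead fluorescence after subtracting the streptavidin-only scavenger bead signal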
Target sequence (Q99759 whole entry, looked up, the tested form may be a part): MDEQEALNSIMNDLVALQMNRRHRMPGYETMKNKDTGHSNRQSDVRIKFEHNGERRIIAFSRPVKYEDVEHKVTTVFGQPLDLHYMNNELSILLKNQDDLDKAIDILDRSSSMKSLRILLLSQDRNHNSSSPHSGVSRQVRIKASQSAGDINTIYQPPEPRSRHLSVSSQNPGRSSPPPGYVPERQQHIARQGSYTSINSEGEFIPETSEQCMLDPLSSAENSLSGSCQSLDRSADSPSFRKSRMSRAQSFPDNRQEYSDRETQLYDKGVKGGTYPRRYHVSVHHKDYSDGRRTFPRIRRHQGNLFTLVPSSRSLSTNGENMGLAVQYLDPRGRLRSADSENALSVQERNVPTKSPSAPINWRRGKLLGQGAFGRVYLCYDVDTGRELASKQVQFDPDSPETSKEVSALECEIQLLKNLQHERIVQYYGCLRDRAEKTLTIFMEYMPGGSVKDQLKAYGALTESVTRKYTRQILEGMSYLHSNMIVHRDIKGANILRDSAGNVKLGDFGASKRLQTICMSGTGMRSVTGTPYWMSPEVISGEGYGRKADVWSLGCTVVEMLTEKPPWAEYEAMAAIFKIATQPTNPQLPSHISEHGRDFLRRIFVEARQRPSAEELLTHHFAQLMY
NALP1 yeast inh = NALP1 inhibition; AID 2071; inhibition, % at 10 µM; 280,000 tested, 0.61% active; S. cerevisiae NALP1/ASC/caspase-1 growth, X-gal OD620, 72 h; in the data active = inhibition mostly above about 24%, no sharp cut-off; inactive = mostly below about 32%; also: some compounds called inactive have numbers as strong as hits
PHOSPHO1 inh = inhibitors of human PHOSPHO1 phosphatase. Q8TCT1. recombinant PHOSPHO1, absorbance phosphatase assay. inhibition, % at 13.3 µM. 290,000 tested, 1.1% active. AID 1565; in the data active = inhibition above about 60%
FID counter = displaces DNA intercalator in HCV helicase counter-screen; DNA fluorescent intercalator displacement, fluorescence; inhibition, % at 7.9 µM; 290,000 tested, 0.17% active; AID 1845; in the data active = inhibition above about 37%;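 also: 0% = vehicle and 100% = reference compound; higher means more ethidium bromide displaced from hairpin DNA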
MEKK2 mut-MEK5 = signal of MEK5 binding to mutant human MEKK2 PB1 domain; bead flow cytometry, Alexa488-MEK5 binding to MEKK2 mutant; percent response, % at 10 µM; 290,000 tested, 0.35% active; AID 1530; in the data active = percent response above about 24%, passing the limit was not always enough; also: inactives centre near 1; some results filed as inactive read as strong as hits; reference of the scale not given here
MEKK2wt PB1 HTS = raises or lowers MEK5 binding to wildtype human MEKK2 PB1 domain | Q9Y2U5 | bead flow cytometry, Alexa488-MEK5 binding to MEKK2 WT; actives lie on both sides | 290,000 tested, 1.1% active | AID 1531 | binding response (% of control), % at 10 µM; in the data active = binding response below about 67% or above about 130%
PfM18AAP inh = PfM18AAP enzyme inhibition; recombinant PfM18AAP, H-Glu-NHMec fluorogenic cleavage; inhibition, % at 7.35 µM; 290,000 tested, 1.2% active; AID 1822;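 active = inhibition above the campaign mean inhibition over all tested compounds plus 3 SD, cut at about 28% in these data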;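 also: 0% = plate median of test compound wells and 100% = 2 mM ZnCl2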
GPR7 antag = blocks human GPR7 receptor signaling; 290,000 tested, 1.1% active; inhibition, % at 4.4 µM; GPR7-expressing cells, fluorescence antagonist assay; P48145; in the data active = inhibition above about 16%, passing the limit was not always enough;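 also: cells stimulated with the agonist NPW; 0% = agonist with vehicle and 100% = vehicle without agonist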
Target sequence (P48145 whole entry, looked up): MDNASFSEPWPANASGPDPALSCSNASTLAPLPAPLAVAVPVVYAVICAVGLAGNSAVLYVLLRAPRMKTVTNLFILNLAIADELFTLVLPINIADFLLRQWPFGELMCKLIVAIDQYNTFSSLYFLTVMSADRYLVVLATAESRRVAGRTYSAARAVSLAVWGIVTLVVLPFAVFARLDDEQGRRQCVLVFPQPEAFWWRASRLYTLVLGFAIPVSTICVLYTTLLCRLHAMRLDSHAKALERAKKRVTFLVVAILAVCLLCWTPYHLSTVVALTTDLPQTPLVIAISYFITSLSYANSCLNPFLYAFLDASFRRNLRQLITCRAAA
OXTR agonist = agonists of human oxytocin receptor. P30559. activation, % at 3 µM. CHO-OTR cells, Fluo-8 calcium fluorescence; normalized: DMSO 0%, oxytocin 100%. AID 2435. 320,000 tested, 0.32% active;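 active = activation above the mean of all tested compounds plus 3 SD, cutoff set per screening run, cut at about 20% in these data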;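 also: peak over basal fluorescence ratio from a 100 s FLIPR kinetic read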
Numbers without * were called inactive; x = no result given; [ ] = another dose, or the depositor's remark.

SMILES	MEKK3 PB1 HTS	NALP1 yeast inh	PHOSPHO1 inh	FID counter	MEKK2 mut-MEK5	MEKK2wt PB1 HTS	PfM18AAP inh	GPR7 antag	OXTR agonist
COc1ccccc1N1CCN(CC(=O)c2c[nH]c3ccccc23)CC1	96	6	1	8	-3	99	5	2	0.9
CN(C(=O)Cn1cnc([N+](=O)[O-])n1)C1CCCCC1	100	-15	40	-3	-9	96	-2	0	0.4
COc1cc(CN(C)c2ncnc3sccc23)ccc1OC(F)F	100	1	26	-19	-1	100	0	13	6.2
O=C(NCc1ccccc1Cl)c1cnn2cccnc12	101	8	-22	-8	7	106	4	-11	3.5
CCCCc1nnc(NC(=O)C2=COCCO2)s1	102	3	14	-7	6	105	0	-10	0.1
O=C1N=C(N2CCc3ccccc3C2)S/C1=C\c1ccc(O)cc1	104	-21	29	-21	2	92	2	-11	0.0
O=C(NCCCN1CCOCC1)c1ccc2c(c1)N(Cc1ccccc1)CCS2	94	26	33	19	1	110	-5	-7	4.3
Cc1ccc2nc(SC(C)C(=O)N3CCOCC3)[nH]c2c1 (stereo unspecified)	100	7	-1	-2	-4	100	-4	6	-0.4
COc1cc(-c2nnc3sc(Cc4ccccc4)nn23)cc(OC)c1OC	96	-4	70*	-29	-3	93	1	5	-2.3
CCN(CC)CCCN1C(=O)C(O)=C(C(C)=O)C1c1cccc(OC)c1 (stereo unspecified)	102	x	20	1	-1	99	-6	-10	x
CCc1nnc(NC(=O)c2ccc(F)c(S(=O)(=O)N3CCCCC3)c2)s1	101	7	x	-16	-2	98	1	-5	x
COc1cc([N+](=O)[O-])ccc1NC(=O)NCC1CCN(Cc2ccc(Cl)cc2)CC1	104	34	28	18	15	132	24	33	0.2
COc1cccc(C(=O)NNC(=S)NC2CCCCC2)c1	93	-2	-10	-2	-3	97	8	-5	-1.4
COc1cccc(Nc2nc(-c3sc(NC(=O)CC(C)C)nc3C)cs2)c1	105	-4	104*	3	2	109	4	-21	-2.4
Oc1c(C=Nc2cccc3cccnc23)sc2ccccc12	82	14	19	-8	-14	50*[inhibitor]	21	-9	48*
COc1ccc(OC)c(Cc2nnc(CCC(=O)N3CCN(C4CCCC4)CC3)o2)c1	104	15	11	-6	1	108	16	2	0.7
CCCC(=O)C1=C(O)C(C(=O)OC)C(C)(C)CC1=N (stereo unspecified)	105	10	10	3	5	105	-10	6	-0.6
O=C(NC(=O)c1ccccc1N1CCCCC1)Nc1ccc(Br)cc1	103	8	-8	-3	-2	103	4	-2	0.8
CC1(C)CC(=O)C/C(=N\NC(=O)C2CC2c2ccccc2)C1 (stereo unspecified)	104	8	38	-12	6	104	11	-24	-0.4
Cc1ccc(S(=O)(=O)NC(=O)NC(C)Cc2ccccc2)cc1 (stereo unspecified)	101	-1	-8	-11	7	96	1	-5	-0.6
c1ccc2[nH]c(SCC3CCCCO3)nc2c1 (stereo unspecified)	109	-1	16	-1	-3	107	-10	-10	-0.6
COc1cccc(CNC(=O)C2Cc3cc(S(=O)(=O)N4CCCC4)ccc3N2C(C)=O)c1OC (stereo unspecified)	97	11	49	-25	-3	93	2	11	0.2
Fc1ccc(/C=N/NC(=S)NCCc2ccccc2)cc1F	101	9	-11	-9	-1	98	2	-26	-2.0
O=C(c1cc2ncc(CCCl)cn2n1)N1CCCCCC1	96	11	-13	-8	-2	101	-2	2	-0.4
CS(=O)(=O)N1CCN(c2ccccc2NC(=O)c2cc3ccccc3o2)CC1	98	15	32	-24	-9	94	-6	7	0.1
CN1CCC(OC(=O)c2cc3cc(Cl)cc(Cl)c3oc2=O)CC1	105	4	61*	9	6	114	9	-12	-0.3
CCCCOc1ccc(Br)cc1CSC(=N)N	111	21	-4	11	5	123	3	75*	x
C(=N\NCc1ccccc1)/c1ccc2ncccc2c1	100	-2	8	-6	-5	96	6	-12	-1.1
Cc1ccsc1/C=N/Nc1ncc(Cl)cc1Cl	96	-2	-2	-3	-1	98	3	-4	-2.1
O=C(CN1CCN(Cc2ccccc2F)C1=O)NCC1CCCO1 (stereo unspecified)	99	x	12	-4	3	103	4	-3	1.7
Cc1ccc(C(=O)c2cnc3cc4c(cc3c2S(=O)(=O)c2ccccc2)OCCO4)cc1	95	28	-28	-6	0	99	1	-10	0.6
NC(=O)C1(c2ccccc2)CCOCC1	110	3	1	1	7	108	-4	-12	0.2
O=C(C1CC1)N(Cc1ccco1)c1nc(-c2ccccc2)cs1	98	13	-31	-13	-6	94	-43	12	-1.1
O=C(Nc1ccc2c(c1)OCO2)N1CCOCC1	98	9	-40	2	-3	91	15	-15	1.8
O=[N+]([O-])c1ccccc1/C=C/C=N/n1c(-c2ccccc2F)n[nH]c1=S	104	30	2	-13	-1	104	12	-14	-1.8
O=[N+]([O-])c1cccc2nc(-c3ccccc3)c(-c3ccccc3)nc12	108	3	34	-3	6	107	0	-15	-1.9
CCCc1cc(=O)[nH]c(SCC(N)=O)n1	102	7	-13	4	2	107	-1	-5	0.4
O=C1c2ccccc2C(=O)N1CCC1=CCCCC1	99	9	0	1	3	102	-4	-4	-2.4
Cc1ccsc1C1C=C(c2cccc(Br)c2)Nc2ncnn21 (stereo unspecified)	101	-21	62*	2	0	96	9	12	10
O=C1NC2(CCCCCC2)C(=O)N1Cc1ccccc1	100	23	33	-8	1	107	-7	4	-1.7

Look-ups from above.
For GPR7 antag, `COc1cccc(Nc2nc(-c3sc(NC(=O)CC(C)C)nc3C)cs2)c1` has the entry -21
For MEKK2wt PB1 HTS, `COc1cc(CN(C)c2ncnc3sccc23)ccc1OC(F)F` has the entry 100
For PHOSPHO1 inh, `COc1cc([N+](=O)[O-])ccc1NC(=O)NCC1CCN(Cc2ccc(Cl)cc2)CC1` has the entry 28
For MEKK2wt PB1 HTS, `O=C1N=C(N2CCc3ccccc3C2)S/C1=C\c1ccc(O)cc1` has the entry 92
For OXTR agonist, `O=C(NC(=O)c1ccccc1N1CCCCC1)Nc1ccc(Br)cc1` has the entry 0.8
For GPR7 antag, `O=C1NC2(CCCCCC2)C(=O)N1Cc1ccccc1` has the entry 4
For MEKK2wt PB1 HTS, `CCN(CC)CCCN1C(=O)C(O)=C(C(C)=O)C1c1cccc(OC)c1` (stereo unspecified) has the entry 99

The list continues.
SMILES	MEKK3 PB1 HTS	NALP1 yeast inh	PHOSPHO1 inh	FID counter	MEKK2 mut-MEK5	MEKK2wt PB1 HTS	PfM18AAP inh	GPR7 antag	OXTR agonist
O=C(CN1C(=O)c2ccccc2C1=O)Nc1ccccc1N1CCOCC1	99	5	46	-9	4	99	-3	-14	-0.1
O=[N+]([O-])c1ccc2nonc2c1Nc1ccccc1	102	4	-55	0	-1	101	1	-20	-1.9
CCOC(=O)c1ccc(NC(=O)C2CCCN(S(=O)(=O)c3cnc[nH]3)C2)cc1 (stereo unspecified)	108	4	-4	-13	2	108	7	-8	0.3
C=CCn1c(O)c(N=Nc2ccccc2C)c2ccccc21	100	10	8	5	-7	99	5	4	-0.6
CS(=O)(=O)N1CCC(C(=O)N2CCN(Cc3ccccc3)CC2)CC1	98	10	-14	-4	-4	98	-12	-1	0.8
S=c1[nH]nc(-c2ccc3ccccc3n2)n1-c1ccc2c(c1)OCCO2	101	-18	0	-24	0	98	8	6	-0.6
COc1ccc(OC)c2c(N3CC(C)OC(C)C3)cc(C(F)(F)F)nc12 (stereo unspecified)	88	x	x	-15	-3	93	-3	-6	-0.8
Cc1ccc(NC(=O)CSCC(=O)NCCc2ccccc2)cc1	99	-2	10	-21	4	106	0	13	-0.6
Cc1cccc(CN2C(=O)/C(=C\c3ccc(C(=O)NCCN4CCOCC4)cc3)Sc3ccccc32)c1	107	12	33	-2	9	130	-5	2	6.2
CC(C(=O)N1c2ccc(F)cc2CCC1C)N1C(=O)c2ccccc2C1=O (stereo unspecified)	102	29	7	-7	7	106	-2	-15	-1.6
CC12CCCc3c(O)cc(=O)n(c31)-c1ccccc12 (stereo unspecified)	99	31	-9	0	0	100	-3	-4	-1.3
COc1cc2c(cc1OC)C(c1cccs1)N(C(=O)c1cccc(S(=O)(=O)N(C)C)c1)CC2 (stereo unspecified)	88	1	12	-39	-9	93	3	6	-2.1
C=CCSc1nc2ccccc2c(=O)n1Cc1ccccc1	99	-34	45	-8	-5	93	-8	-31	-2.3
O=C(NCCCN1CCOCC1)c1ccccc1NS(=O)(=O)c1ccc(Br)cc1	96	-16	40	5	-2	99	2	-9	-0.5
COc1ccc(N=c2scc(-c3ccc(OC)cc3)n2CCO)cc1	113	4	-54	-3	4	99	-3	5	4.7
COc1ccc(CCNS(=O)(=O)c2ccc3c(c2)NC(=O)CS3)cc1OC	99	12	32	-24	3	105	-1	-7	0.8
O=C(NNC(=O)c1ccncc1)c1ccccc1	105	9	15	0	2	101	-3	-5	0.7
CC(Nc1c([N+](=O)[O-])c(=O)oc2ccccc12)C(Cl)c1ccccc1 (stereo unspecified)	102	13	23	2	9	100	5	4	1.3
Clc1ncccc1-c1nnn(-c2ccccc2)n1	104	-9	30	-7	2	96	7	-5	-1.0
COc1cc(C2NC(=O)NC(C)=C2C(=O)OC2CCCC(C)C2)cc(Br)c1O (stereo unspecified)	102	18	x	-33	5	105	9	-6	-0.5

The list goes on; it opens with the four that closed the last part.
SMILES	MEKK3 PB1 HTS	NALP1 yeast inh	PHOSPHO1 inh	FID counter	MEKK2 mut-MEK5	MEKK2wt PB1 HTS	PfM18AAP inh	GPR7 antag	OXTR agonist
O=C(NNC(=O)c1ccncc1)c1ccccc1	105	9	15	0	2	101	-3	-5	0.7
CC(Nc1c([N+](=O)[O-])c(=O)oc2ccccc12)C(Cl)c1ccccc1 (stereo unspecified)	102	13	23	2	9	100	5	4	1.3
Clc1ncccc1-c1nnn(-c2ccccc2)n1	104	-9	30	-7	2	96	7	-5	-1.0
COc1cc(C2NC(=O)NC(C)=C2C(=O)OC2CCCC(C)C2)cc(Br)c1O (stereo unspecified)	102	18	x	-33	5	105	9	-6	-0.5
COCCn1cnc2c1c(=O)n(CC#N)c(=O)n2Cc1ccccc1	104	5	-18	-2	4	107	5	-2	1.1
O=C(CCc1nc2ccccc2c(=O)[nH]1)OCC(=O)c1ccc(C2CCCCC2)cc1	96	18	1	3	-3	100	0	-14	-0.7
CC(Oc1ccccc1)C(=O)Nc1cccc([N+](=O)[O-])c1 (stereo unspecified)	95	-2	60*	1	-7	91	-2	-15	-1.8
COc1ccc(O)c(-c2cc(-c3cccs3)[nH]n2)c1	98	20	-14	2	3	97	4	3	-0.1
CC(=O)Nc1ccc(Nc2nc(-c3cc4ccccc4oc3=O)cs2)cc1	107	19	24	-3	8	103	-4	-10	x
Cc1cccc(CC(=O)Nc2ccon2)c1	104	-2	14	0	12	106	-5	-12	-1.2
CCN(CC)C(=O)c1cc(Cl)ccc1NC(=O)c1ccco1	118	x	20	-5	7	109	-16	-4	-0.3
Cc1cc(C)c2c(Cn3ccnc3)cc(=O)oc2c1	93	9	6	-1	-6	94	-1	-16	-2.1
Cc1c(C(=O)N2CCC(Cc3ccccc3)CC2)cccc1[N+](=O)[O-]	103	-12	8	-42	-8	98	0	8	-1.7
CCCOc1ccc(-c2nnc(-c3ccncc3)o2)cc1	100	30	-1	-3	-3	99	-1	2	2.1
COc1cccc(/C(O)=C2/C(=O)C(=O)N(CCN(C)C)C2c2ccc(Br)cc2)c1 (stereo unspecified)	101	-20	5	-6	3	104	-2	-6	0.6
Cc1ccc2c(c1)c1nnc(SCC(=O)Nc3ccccc3C(F)(F)F)nc1n2CC(=O)O	91	-13	40	-38	-1	96	1	-6	0.8
COc1ccc(S(=O)(=O)N2CCC(C(=O)NCCC(=O)Nc3ccc(Cl)cc3)CC2)cc1	100	-16	10	-43	2	102	-3	11	3.7
COc1ccc(S(=O)(=O)N(C)CC(=O)NCCC2=CCCCC2)cc1OC	105	-5	8	-21	6	110	4	2	-0.9
CC(C)CN(C(=O)CN1CCN(c2ccc([N+](=O)[O-])cc2)CC1)c1c(N)n(CC(C)C)c(=O)[nH]c1=O	112	5	37	-9	-2	102	2	-6	1.6
CC(=O)Nc1cccc(NC(=O)c2cc(-c3cccnc3)nc3ccc(Cl)cc23)c1	98	-5	-7	-24	0	98	-7	3	0.1
